T cruzi growth: T. cruzi proliferation inhibition; AID 624255; T. cruzi beta-gal in NIH3T3, GalScreen luminescence, 90 h; hit rate 5.9% among 77,000; inhibition, % at 8.34 µM;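 active = mean inhibition above about 93%, with at least 55% of replicates each passing it, limit read from the data, passing the limit was not always enough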
Pf Dd2 growth: inhibitors of Plasmodium falciparum Dd2 growth; hit rate 2.3% among 94,000; AID 1159554; P. falciparum Dd2 growth, SYBR Green, 72 h; stronger effect = lower value; activity change, % at 10 µM; in the data active = activity change below about -80%
C diff growth: C. difficile growth inhibition. Clostridium difficile clinical isolate growth, OD600, 24 h; stronger effect = lower value. growth activity, negative = inhibition, % at 16 µg/mL (by protocol). hit rate 0.25% among 86,000. AID 1259249;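 active = mean growth activity at or below -80% and every replicate also at or below -80%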;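 note: 0% = DMSO wells and -100% = levofloxacin 16 µg/mL wells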
GASC1 inh: KDM4C (human) demethylase inhibition; GST-KDM4C 2-372, H3K9me3 peptide, LANCE TR-FRET; inhibition, % at 12.5 µM; hit rate 0.15% among 96,000; Q9H3R0;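 active = mean replicate inhibition above about 25%, with at least 55% of replicates also reaching it, limit read from the data, passing the limit was not always enough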
Target sequence (Q9H3R0 2-372 limits assumed): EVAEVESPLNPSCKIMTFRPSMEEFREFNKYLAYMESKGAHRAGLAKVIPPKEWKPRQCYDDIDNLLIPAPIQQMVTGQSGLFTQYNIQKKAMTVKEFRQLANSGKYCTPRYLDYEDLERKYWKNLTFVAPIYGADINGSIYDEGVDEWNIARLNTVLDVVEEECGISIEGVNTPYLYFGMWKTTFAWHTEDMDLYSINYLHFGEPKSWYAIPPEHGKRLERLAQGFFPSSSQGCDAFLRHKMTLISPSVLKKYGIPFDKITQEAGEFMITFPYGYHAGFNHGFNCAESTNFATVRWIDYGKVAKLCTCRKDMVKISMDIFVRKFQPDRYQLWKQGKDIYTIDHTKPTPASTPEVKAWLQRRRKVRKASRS
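Material: GST-tagged GASC-1 (JMJD2C) catalytic fragment, aa 2-372. Input: enzyme final amount 10 nM. Medium: HEPES buffer, pH 7.5, plus ascorbate. Reagent: H3K9me3 peptide substrate, Fe(II), 2-oxoglutarate. Doses: single dose. Times: reaction 30 min RT, detection step 1 h RT. Measured by: LANCE TR-FRET. Evaluation: Fall in 671/618 emission ratio as inhibition.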
Numbers without * were called inactive; & = joins results of further samples. This is a random part of the collection. About 6.8% of those tested had a hit in this group.

How did O=C(c1cccc(F)c1)N1CC2(C1)[C@@H](c1ccccc1)[C@H](CO)N2Cc1ccccn1 do in these assays?
Pf Dd2 growth: 0; C diff growth: -4; GASC1 inh: 1.3

How did C[C@@H]1CCCCO[C@@H](CN(C)C(=O)Cc2ccccc2)[C@H](C)CN([C@@H](C)CO)C(=O)c2cc(N(C)C)ccc2O1 do in these assays?
T cruzi growth: 12; Pf Dd2 growth: -12; C diff growth: -3; GASC1 inh: 2.6

How did COC(=O)C[C@H]1CC[C@@H]2[C@H](COC[C@@H](O)CN2S(=O)(=O)c2ccccc2C)O1 do in these assays?
T cruzi growth: 1; Pf Dd2 growth: 2; C diff growth: -1; GASC1 inh: 0.1

How did CCNC(=O)Nc1ccc2c(c1)C(=O)N(C)[C@H]1CC[C@@H](CC(=O)NCc3cccc(F)c3)O[C@H]1CO2 do in these assays?
T cruzi growth: 34; Pf Dd2 growth: -10; C diff growth: 0; GASC1 inh: -2.0

Results for C[C@@H]1CN([C@H](C)CO)S(=O)(=O)c2ccc(-c3ccncc3)cc2O[C@H]1CN(C)C(=O)c1cccc(F)c1 ?
T cruzi growth: 113*; Pf Dd2 growth: -41; C diff growth: 4; GASC1 inh: -0.7

Results for Cc1ccc(S(=O)(=O)N(C)C[C@@H]2OCCCC[C@@H](C)Oc3ccc(NS(=O)(=O)c4cn(C)cn4)cc3C(=O)N([C@H](C)CO)C[C@@H]2C)cc1 ?
T cruzi growth: 48; Pf Dd2 growth: 36; C diff growth: 1; GASC1 inh: 0.6

How did C[C@@H]1CN([C@H](C)CO)C(=O)c2cc(NS(=O)(=O)c3ccc(F)cc3)ccc2O[C@@H](C)CCCCO[C@@H]1CN(C)S(=O)(=O)c1ccc(Cl)cc1 do in these assays?
T cruzi growth: 99; Pf Dd2 growth: -61; C diff growth: 21; GASC1 inh: 1.1

How did C[C@H]1CN([C@@H](C)CO)C(=O)c2cc(C#CCC3CCCC3)cnc2O[C@H]1CN(C)C(=O)CN(C)C do in these assays?
Pf Dd2 growth: 13; C diff growth: -1; GASC1 inh: 0.3

How did C[C@H](CO)N1C[C@H](C)[C@H](CN(C)S(=O)(=O)c2ccccc2)OCCCC[C@H](C)Oc2ccc(NC(=O)c3ccccc3)cc2C1=O do in these assays?
T cruzi growth: -1; Pf Dd2 growth: -39; GASC1 inh: -1.3

How did CN(C)CC(=O)Nc1ccc2c(c1)[C@H]1C[C@H](CC(=O)NCCN3CCCCC3)O[C@H](CO)[C@H]1O2 do in these assays?
Pf Dd2 growth: 18; C diff growth: 1; GASC1 inh: 0.5

What do the screens show for `C[C@@H]1CN([C@H](C)CO)S(=O)(=O)c2ccc(C#Cc3ccncc3)cc2O[C@H]1CN(C)C(=O)C1CCCCC1`?
T cruzi growth: -80; Pf Dd2 growth: -72; C diff growth: -9; GASC1 inh: -4.2

Results for CN(C)C(=O)C[C@H]1C=C[C@@H](NC(=O)C2CCOCC2)[C@@H](CO)O1 ?
Pf Dd2 growth: 19; C diff growth: -1; GASC1 inh: 2.0

Results for C[C@@H]1CN([C@H](C)CO)C(=O)c2cc(NC(=O)Cc3cn(C)c4ccccc34)ccc2O[C@@H]1CN(C)C ?
Pf Dd2 growth: 16; C diff growth: 1&0; GASC1 inh: -0.2

What do the screens show for `C[C@@H]1CN([C@H](C)CO)C(=O)Cc2cc(NC(=O)CCCCCC(=O)Nc3ccccc3N)ccc2O[C@H]1CN(C)Cc1ccncc1`?
T cruzi growth: 72; Pf Dd2 growth: -14; C diff growth: -11; GASC1 inh: -1.2

What do the screens show for `CN(C)CC(=O)N[C@H]1CC[C@@H](CC(=O)O)O[C@H]1CO`?
Pf Dd2 growth: 4; C diff growth: -4; GASC1 inh: 0.9

What do the screens show for `COc1ccc(CN(C)C[C@@H]2OCCCC[C@H](C)Oc3ccc(NS(=O)(=O)c4ccc(F)cc4)cc3C(=O)N([C@@H](C)CO)C[C@@H]2C)cc1`?
T cruzi growth: 7; Pf Dd2 growth: -68; C diff growth: 3; GASC1 inh: -0.5

Results for CCCNC(=O)N1CC(=O)N2[C@H](CO)[C@H](c3ccc(C#Cc4cccc(F)c4)cc3)[C@H]2C1 ?
Pf Dd2 growth: -19; C diff growth: -6; GASC1 inh: -10

How did C[C@H]1CCCCO[C@@H](CN(C)S(=O)(=O)c2cccs2)[C@@H](C)CN([C@@H](C)CO)C(=O)c2cc(NC(=O)C3CCCCC3)ccc2O1 do in these assays?
T cruzi growth: 32; Pf Dd2 growth: -70; C diff growth: -6; GASC1 inh: -1.4

How did C[C@H](CO)N1C[C@H](C)[C@H](CN(C)Cc2cccc(F)c2)Oc2ncc(-c3ccccc3F)cc2C1=O do in these assays?
Pf Dd2 growth: -26; C diff growth: 0; GASC1 inh: 7.4

Results for CCCN(C)C[C@H]1OCCCC[C@@H](C)Oc2ccc(NS(C)(=O)=O)cc2C(=O)N([C@H](C)CO)C[C@@H]1C ?
T cruzi growth: 38; Pf Dd2 growth: 0; C diff growth: 3; GASC1 inh: -0.6

Results for C[C@H](CO)N1C[C@H](C)[C@H](CN(C)CC2CC2)Oc2ncc(-c3ccc(C#N)cc3)cc2C1=O ?
T cruzi growth: -21; Pf Dd2 growth: -19; C diff growth: 3; GASC1 inh: 2.1

What do the screens show for `CC(=O)N1[C@H](CO)[C@H](c2ccc(C3=CCCC3)cc2)C12CN(C(=O)C1CC1)C2`?
Pf Dd2 growth: 16; C diff growth: -3; GASC1 inh: -0.4

How did CC(=O)N1[C@@H]2c3ccc(-c4ccccc4)c(=O)n3C[C@H]1[C@H](CO)[C@H]2C(=O)Nc1ccccc1 do in these assays?
T cruzi growth: 76; C diff growth: -1; GASC1 inh: -2.6

How did CC(C)CC#Cc1ccc([C@@H]2[C@H]3CN(C(=O)NC4CCCC4)CCCCN3[C@H]2CO)cc1 do in these assays?
T cruzi growth: 42; Pf Dd2 growth: -12; C diff growth: -2; GASC1 inh: -1.1

Results for Cc1noc(C)c1NC(=O)Nc1ccc2c(c1)C(=O)N([C@H](C)CO)C[C@@H](C)[C@@H](CN(C)C(=O)Nc1ccc(C(F)(F)F)cc1)O2 ?
T cruzi growth: 82; Pf Dd2 growth: 26; C diff growth: -10; GASC1 inh: 1.5

Results for C[C@@H]1CN([C@H](C)CO)C(=O)Cc2cc(NC(=O)Nc3ccc4c(c3)OCO4)ccc2O[C@H]1CN(C)C(=O)Nc1cccc2ccccc12 ?
T cruzi growth: -4; Pf Dd2 growth: -45; C diff growth: -9; GASC1 inh: -0.4

What do the screens show for `C[C@@H]1CN([C@@H](C)CO)C(=O)c2cc(NC(=O)Cc3ccccc3)ccc2O[C@@H](C)CCCCO[C@@H]1CN(C)Cc1ccccc1`?
Pf Dd2 growth: -73; C diff growth: 0; GASC1 inh: -0.6

What do the screens show for `CCCC(=O)Nc1ccc2c(c1)C(=O)N(C)[C@H]1CC[C@@H](CC(=O)NCc3ccccc3F)O[C@@H]1CO2`?
T cruzi growth: -15; Pf Dd2 growth: 5; C diff growth: 2; GASC1 inh: 2.1

How did Cc1ccccc1CN(C)C[C@@H]1OCc2cnnn2CCCC(=O)N([C@H](C)CO)C[C@H]1C do in these assays?
T cruzi growth: -23&69; Pf Dd2 growth: -5&-12; C diff growth: -6&15; GASC1 inh: 0.0

What do the screens show for `Cc1ccc(S(=O)(=O)N(C)C[C@@H]2Oc3c(NS(=O)(=O)c4cccs4)cccc3C(=O)N([C@@H](C)CO)C[C@@H]2C)cc1`?
T cruzi growth: 35; Pf Dd2 growth: 11; C diff growth: -8; GASC1 inh: 18

What do the screens show for `CCNC(=O)C[C@H]1CC[C@H](NC(=O)NC2CCCCC2)[C@@H](CO)O1`?
T cruzi growth: -11; Pf Dd2 growth: -21; C diff growth: 20; GASC1 inh: -0.4

Results for CC(C)NC(=O)N[C@H]1CC[C@@H](CC(=O)NC2Cc3ccccc3C2)O[C@@H]1CO ?
T cruzi growth: -58; Pf Dd2 growth: 16; GASC1 inh: -3.9

How did C[C@H]1CN([C@@H](C)CO)C(=O)Cc2cc(NC(=O)CCC(F)(F)F)ccc2O[C@H]1CN(C)Cc1ccc(Cl)c(Cl)c1 do in these assays?
T cruzi growth: 79; Pf Dd2 growth: 2; C diff growth: 13; GASC1 inh: -0.5

Results for CNC(=O)C[C@H]1CC[C@@H]2[C@H](COC[C@H](O)CN2Cc2ccc(C(F)(F)F)cc2)O1 ?
Pf Dd2 growth: 25; C diff growth: 10&0; GASC1 inh: -1.3

Results for COc1ccc2c3c(n(C)c2c1)[C@@H](CO)N(C(=O)c1ccncc1)CC31CCN(C(C)=O)CC1 ?
Pf Dd2 growth: -17; C diff growth: 2; GASC1 inh: 0.2

What do the screens show for `CN(C)C(=O)C[C@H]1C[C@H]2c3cc(NC(=O)C4CCOCC4)ccc3O[C@H]2[C@@H](CO)O1`?
T cruzi growth: -2; Pf Dd2 growth: 39; C diff growth: 2; GASC1 inh: -0.5

How did CC(C)NC(=O)N1CC[C@@H]2[C@H]1c1cc(-c3ccccc3)ccc1N(C)[C@H]2CO do in these assays?
T cruzi growth: 18; Pf Dd2 growth: -23; C diff growth: -9; GASC1 inh: -0.2

What do the screens show for `O=C(C[C@H]1C=C[C@@H](NC(=O)c2cccnc2)[C@@H](CO)O1)NCCN1CCCCC1`?
T cruzi growth: -13; Pf Dd2 growth: 26; C diff growth: -2; GASC1 inh: -1.9

Results for O=C(C1CC1)N1CC2(C1)[C@H](c1ccccc1)[C@@H](CO)N2CC1CCCC1 ?
Pf Dd2 growth: -7; C diff growth: 4; GASC1 inh: 0.3

Results for C[C@@H]1CN([C@H](C)CO)C(=O)c2cc(NC(=O)NC3CCCCC3)ccc2O[C@@H]1CN(C)C(=O)Nc1ccccc1 ?
T cruzi growth: 54; Pf Dd2 growth: -33; C diff growth: -5; GASC1 inh: -0.2

What do the screens show for `Cc1ccc(S(=O)(=O)N[C@@H]2CC[C@H](CCNC(=O)Nc3ccc(Cl)cc3)O[C@@H]2CO)cc1`?
T cruzi growth: 15; Pf Dd2 growth: -6; C diff growth: -1; GASC1 inh: 0.5

Results for CN1C(=O)c2cc(NS(=O)(=O)c3ccc(F)cc3)ccc2OC[C@@H]2O[C@H](CC(=O)NCC(F)(F)F)CC[C@H]21 ?
T cruzi growth: 21; Pf Dd2 growth: -3; C diff growth: -6; GASC1 inh: -0.3

How did O=C(Cc1cccnc1)N1CC2(C1)[C@H](c1ccccc1)[C@@H](CO)N2C(=O)C1CC1 do in these assays?
Pf Dd2 growth: -13; C diff growth: -6; GASC1 inh: -1.2

What do the screens show for `Cc1ccc(S(=O)(=O)N(C)C[C@@H]2OCCCC[C@H](C)Oc3ccc(NS(=O)(=O)c4ccc(Cl)cc4)cc3C(=O)N([C@@H](C)CO)C[C@@H]2C)cc1`?
T cruzi growth: 118*; Pf Dd2 growth: -41; C diff growth: 3; GASC1 inh: -1.4

Results for Cc1cc(C(=O)Nc2cccc3c2O[C@H](CN(C)S(=O)(=O)c2ccccc2)[C@@H](C)CN([C@H](C)CO)C3=O)n(C)n1 ?
T cruzi growth: 13; Pf Dd2 growth: 2; C diff growth: 9; GASC1 inh: -0.7

What do the screens show for `Cc1ccc(S(=O)(=O)Nc2ccc3c(c2)CC(=O)N([C@H](C)CO)C[C@@H](C)[C@H](CN(C)Cc2ccncc2)O3)cc1`?
T cruzi growth: 14; Pf Dd2 growth: -11; C diff growth: -1; GASC1 inh: 4.7

Molecules above with two or more sulfur atoms:
Results for Cc1ccc(S(=O)(=O)N(C)C[C@@H]2OCCCC[C@@H](C)Oc3ccc(NS(=O)(=O)c4cn(C)cn4)cc3C(=O)N([C@H](C)CO)C[C@@H]2C)cc1 ?
T cruzi growth: 48; Pf Dd2 growth: 36; C diff growth: 1; GASC1 inh: 0.6

How did C[C@@H]1CN([C@H](C)CO)C(=O)c2cc(NS(=O)(=O)c3ccc(F)cc3)ccc2O[C@@H](C)CCCCO[C@@H]1CN(C)S(=O)(=O)c1ccc(Cl)cc1 do in these assays?
T cruzi growth: 99; Pf Dd2 growth: -61; C diff growth: 21; GASC1 inh: 1.1

How did C[C@H]1CCCCO[C@@H](CN(C)S(=O)(=O)c2cccs2)[C@@H](C)CN([C@@H](C)CO)C(=O)c2cc(NC(=O)C3CCCCC3)ccc2O1 do in these assays?
T cruzi growth: 32; Pf Dd2 growth: -70; C diff growth: -6; GASC1 inh: -1.4

What do the screens show for `Cc1ccc(S(=O)(=O)N(C)C[C@@H]2Oc3c(NS(=O)(=O)c4cccs4)cccc3C(=O)N([C@@H](C)CO)C[C@@H]2C)cc1`?
T cruzi growth: 35; Pf Dd2 growth: 11; C diff growth: -8; GASC1 inh: 18

What do the screens show for `Cc1ccc(S(=O)(=O)N(C)C[C@@H]2OCCCC[C@H](C)Oc3ccc(NS(=O)(=O)c4ccc(Cl)cc4)cc3C(=O)N([C@@H](C)CO)C[C@@H]2C)cc1`?
T cruzi growth: 118*; Pf Dd2 growth: -41; C diff growth: 3; GASC1 inh: -1.4
